hIAP block: human IAP inhibitors, primary screen, biochemical, luminescence, uHTS; Intestinal-type alkaline phosphatase (Homo sapiens), P09923; purified IAP, CDP-Star luminescence, 30 min; inhibition, % at 10 µM; 0.12% of 330,000 active;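 active means inhibition reaching a set limit with compound at 10 µM in the primary screen, cut at about 35% in these data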;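 further: plate controls were DMSO wells with enzyme for no effect and no-enzyme buffer wells for full effect; values of inactives mirror those of a sister screen read the other way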
Target sequence (P09923 whole entry, looked up): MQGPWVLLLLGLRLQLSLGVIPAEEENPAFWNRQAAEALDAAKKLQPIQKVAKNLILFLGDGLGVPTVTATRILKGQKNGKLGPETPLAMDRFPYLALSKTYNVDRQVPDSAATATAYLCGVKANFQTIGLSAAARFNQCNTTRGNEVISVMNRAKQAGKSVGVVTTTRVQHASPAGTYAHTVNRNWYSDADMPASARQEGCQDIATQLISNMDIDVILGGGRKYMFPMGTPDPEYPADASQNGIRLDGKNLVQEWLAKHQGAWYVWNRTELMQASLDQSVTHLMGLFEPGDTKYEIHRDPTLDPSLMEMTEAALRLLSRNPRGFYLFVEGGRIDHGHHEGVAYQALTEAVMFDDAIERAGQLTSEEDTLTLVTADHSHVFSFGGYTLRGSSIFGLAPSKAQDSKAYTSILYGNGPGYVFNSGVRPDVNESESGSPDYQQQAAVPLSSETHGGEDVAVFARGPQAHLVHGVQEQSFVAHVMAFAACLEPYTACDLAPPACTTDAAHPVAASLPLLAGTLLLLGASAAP
ATG4B inh: ATG4B protease inhibitors, primary screen, biochemical, fluorescence, uHTS | ATG4B cleavage of LC3-PLA2, NBD-HPC fluorescence, 1 h | inhibition, % at 8.33 µM | 0.51% of 340,000 active | Cysteine protease ATG4B (Homo sapiens), Q9Y4P1; in the data active means inhibition above about 40%
Target sequence (Q9Y4P1 whole entry, looked up): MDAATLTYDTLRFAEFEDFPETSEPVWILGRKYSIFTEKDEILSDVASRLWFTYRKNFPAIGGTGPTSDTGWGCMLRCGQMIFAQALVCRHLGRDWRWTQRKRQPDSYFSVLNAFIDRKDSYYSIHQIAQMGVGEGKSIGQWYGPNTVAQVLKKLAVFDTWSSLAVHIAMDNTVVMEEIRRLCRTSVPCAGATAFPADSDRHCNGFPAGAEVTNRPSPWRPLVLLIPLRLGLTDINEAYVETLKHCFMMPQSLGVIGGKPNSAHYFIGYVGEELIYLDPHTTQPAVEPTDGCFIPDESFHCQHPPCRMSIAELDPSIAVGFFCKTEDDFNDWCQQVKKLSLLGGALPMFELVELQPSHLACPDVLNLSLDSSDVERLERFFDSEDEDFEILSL
hIAP act: human IAP activators, primary screen, biochemical, luminescence, uHTS; purified human IAP, CDP-Star luminescence, 30 min; active compounds read high; 1 = vehicle-only enzyme, 0 = enzyme-free background; activation factor at 10 µM; 0.16% of 330,000 active;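 active means activation factor of the enzyme at least 2-fold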; further: the source names both 10 and 20 µM as test concentration; values of inactives mirror those of a sister screen read the other way
mIAP act: activators of mouse IAP, primary screen, biochemical, luminescence, uHTS; intestinal alkaline phosphatase [Mus musculus]; muIAP, CDP-Star luminescence, 30 min; active compounds read high; 1 = vehicle-only enzyme signal, 0 = enzyme-free wells; activation factor at 10 µM; 0.24% of 330,000 active;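 active means activation factor of at least 2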; further: the source names both 10 and 20 µM as test concentration; values of inactives mirror those of a sister screen read the other way
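Assay system: mouse IAP enzyme; reagent: chemiluminescent substrate CDP-Star; dosing: test compounds delivered from DMSO solution; schedule: 30 min at room temperature; measured by: luminescence from enzymatic CDP-Star hydrolysis; controls: DMSO-only wells and no-enzyme negative control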
A3G deaminase: APOBEC3G DNA deaminase inhibitors, primary screen, biochemical, fluorescence, single-stranded DNA substrate, uHTS. AID 493012, 2011. 0.28% of 330,000 active. recombinant A3G, ssDNA deamination FAM/TAMRA fluorescence. DNA dC->dU-editing enzyme APOBEC-3G (Homo sapiens), Q9HC16. inhibition, % at 20 µM;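 active means inhibition of at least 40% at 20 µM, with no more than 30% in the related APOBEC3A deaminase screen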;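 further: plate controls were DMSO wells with A3G for no effect and wells lacking A3G enzyme for full effect; some compounds called inactive have numbers as strong as hits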
MIN6 prolif: inducers of MIN6 beta-cell proliferation, primary screen, ATP luminescence, uHTS. MIN6 cells proliferation, ATPlite luminescence, 48 h; cells starved in 0.2% serum; 100% = growth in 10% serum. proliferation, % at 10 µM. 0.29% of 330,000 active;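 active means compounds whose signal lies at least 3.5 SD above the mean of all wells on their plate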;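 further: 0% = DMSO-treated cells in low-serum medium and 100% = 10% serum control; some compounds called inactive have numbers as strong as hits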
A3A deaminase: APOBEC3A ssDNA deaminase inhibitors, primary screen, selectivity assay for APOBEC3G inhibitor project, biochemical, FAM/TAMRA oligo cleavage fluorescence; AID 493011, 2011; recombinant A3A, FAM/TAMRA ssDNA deamination fluorescence; inhibition, % at 20 µM; DNA dC->dU-editing enzyme APOBEC-3A (Homo sapiens), P31941; 0.41% of 330,000 active;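 active means at least 40% inhibition at 20 µM here, with at most 30% in a related deaminase screen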;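 further: plate controls were A3A with DMSO for no effect and wells lacking A3A enzyme for full effect; some results filed as inactive read as strong as hits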
mIAP block: inhibitors of mouse IAP, primary screen, biochemical, luminescence, uHTS | intestinal alkaline phosphatase [Mus musculus] | purified mouse IAP, CDP-Star luminescence, 30 min | inhibition, % at 10 µM | 0.2% of 330,000 active | AID 2806, 2010;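 active means inhibition of at least 40% at 10 µM in the primary screen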;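 further: plate controls were DMSO with enzyme for no effect and no enzyme wells for full effect; values of inactives mirror those of a sister screen read the other way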
MPTP inh: mitochondrial permeability transition pore inhibitors, primary screen, biochemical, isolated mouse mitochondria, absorbance | Ca2+ swelling absorbance, 30 min | inhibition, % at 10 µM | 1.4% of 360,000 active | AID 602449, 2012;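 active means inhibition of 50% or more, scaled per plate between neutral and stimulator controls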;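 further: 0% = DMSO wells given calcium and 100% = 1 mM EGTA wells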
* hit, by the source's call; i = inactive; . = no result given; & = joins results of further samples; ! = repeats disagree. Compounds were not picked by outcome, and some 3.3% of all compounds hit somewhere here.

[1] CC(C)CNC(=O)NC(=O)COC(=O)Cn1cnc2ccccc2c1=O
[2] NS(=O)(=O)c1ccc(CNC(=O)c2cccc(Oc3ccccc3)c2)cc1
[3] COc1ccc(CCNC(=O)C2CCN(S(=O)(=O)c3cccc4nsnc34)CC2)cc1OC
[4] CSCCC(NC(=O)c1ccccc1Cl)C(=O)Nc1ccc(C)c(S(=O)(=O)N2CCOCC2)c1 (centres undefined)
[5] Cc1nn(Cc2ccc(F)cc2)c(C)c1NC(=O)CCCn1nc([N+](=O)[O-])cc1C
[6] CCC1CC2CC(NC(C)=O)C1C2 (centres undefined)
[7] CCC1(C)NC(=O)N(CC(=O)N2N=C(c3ccccc3)CC2c2ccc(OC)cc2)C1=O (centres undefined)
[8] O=C(CSc1nc2ccccc2c(=O)n1-c1ccccc1F)NC1CC1
[9] CC(N=C1NS(=O)(=O)c2ccccc21)c1ccccc1 (centres undefined)
[10] Cc1cc(N)n(-c2ccc(S(N)(=O)=O)cc2[N+](=O)[O-])n1
compound no.	1	2	3	4	5	6	7	8	9	10
hIAP block	-10	8	-2	6	-2	3	7	-8	-7	-6
ATG4B inh	-2	5	-9	9	-10	4	-5	7	-6	1
hIAP act	1.1	0.92	1	0.94	1	0.97	0.93	1.1	1.1	1.1
mIAP act	1.1	1.1	0.93	1	1.1	0.9	0.83	1	1	1.2
A3G deaminase	-7	-4	-4	15	-6	-9	3	-8	6	0
MIN6 prolif	-5	-4	-3	-1	0	-1	0	-2	0	0
A3A deaminase	-7	-1	-3	3	-8	-8	2	-1	0	-3
mIAP block	-12	-6	7	-1	-15	10	17	-3	-1	-21
MPTP inh	0.5	2.6	-1.2	0.9	0.9	-0.3	-25	-0.4	-1.6	-1.0

[11] O=C1CCCC2=C1C(c1ccc(O)c(Br)c1)C1=C(CCCC1=O)N2c1ccccc1
[12] CN1CCN(CCCN2c3ccccc3Sc3ccc(C(F)(F)F)cc32)CC1
[13] CC(C)c1ccc(NC(=O)CSc2nnc(-c3ccccn3)n2C)cc1
[14] COc1ccc(/C=C2\CCC(C3CCCC3)C2=O)cc1Cn1cccn1 (centres undefined)
[15] COc1ccccc1NS(=O)(=O)c1cccc(NC(=O)c2ccc3ccccc3n2)c1
[16] COc1ccc(-c2nc(-c3ccccn3)ncc2S(C)(=O)=O)cc1
[17] Cc1nn(Cc2c(F)cccc2Cl)c(=O)c2ccccc12
[18] C[C@H](CO)N1C[C@H](C)[C@@H](CN(C)C(=O)Nc2ccc3c(c2)OCO3)Oc2c(NC(=O)Cc3ccccc3)cccc2C1=O
[19] COC(=O)c1ccc(S(=O)(=O)N2CCCCC2)o1
[20] CCOC(=O)c1ccc(NC(=O)CCc2ccc(CC)o2)cc1
compound no.	11	12	13	14	15	16	17	18	19	20
hIAP block	12	-11	6	16	-5	-8	23	-7	1	6
ATG4B inh	-1	-1&11&-3	-8	68*	-9	3	8	.	-9	4
hIAP act	0.88	1.1	0.94	0.84	1	1.1	0.77	1.1	0.99	0.94
mIAP act	0.91	1	1.1	0.93	0.89	0.97	1.1	1.1	0.89	0.99
A3G deaminase	-2	-6	1	-6	0	-2	-9	-10	-3	-8
MIN6 prolif	2	-8	-3	0	-2	2	-1	-1	0	-2
A3A deaminase	5	1	3	3	1	-1	3	-3	-2	-4
mIAP block	9	-4	-9	7	11	3	-8	-6	11	1
MPTP inh	-2.6	91*!	0.9	-9.8	6.4	-0.6	-0.6	-0.3	2.7	14

[21] CN(C)/C=C1\C=C2C(=O)c3ccccc3N2C1=O
[22] CC(C)COc1ccc(S(=O)(=O)n2cc(F)c(=O)[nH]c2=O)cc1
[23] CC1(C)N=C(C(=O)c2ccccc2)N(O)C1(C)O (centres undefined)
[24] O=C(COC(=O)CSc1ccc(F)cc1)NC1CCCCCC1
[25] O=c1cc(C(F)(F)F)nc(-c2ccccc2)[nH]1
[26] CN1CCN(C(=O)C2(NC(=O)Nc3ccccc3Cl)CCCCC2)CC1
[27] N#CC(=C1Nc2ccccc2N1)S(=O)(=O)c1ccccc1
[28] Cc1cc(=O)oc2cc(OCC(=O)OCC(=O)N(CCC#N)c3ccccc3)ccc12
[29] CC(C)[C@H](NC(=O)[C@H](CC(=O)O)NC(=O)[C@H](CCCCN)NC(=O)[C@@H](N)CCCN=C(N)N)C(=O)N[C@@H](Cc1ccc(O)cc1)C(=O)O
[30] Cc1ccc(C)c(NC(=O)[C@@H]2CCCN2S(=O)(=O)c2ccccc2F)c1
compound no.	21	22	23	24	25	26	27	28	29	30
hIAP block	2	7	-7	2	-2	-8	-6	-8	-8	5
ATG4B inh	i	-3	2	-6	-6	-8	5	1	.	-12
hIAP act	0.97	0.93	1.1	0.98	1	1.1	1.1	1.1	1.1	0.95
mIAP act	0.95	0.91	0.97	0.88	1	1.2	0.95	1	1	0.96
A3G deaminase	-260	-11	-2	-1	-7	-5	-9	-2	-3	-6
MIN6 prolif	-1	-3	4	-2	1	-2	-2	-2	-3	5
A3A deaminase	-120	-2	-2	0	-2	-2	-3	2	-1	-3
mIAP block	5	10	3	12	0	-17	5	-3	-1	4
MPTP inh	1.2	-1.5	-0.1	-1.1	1.8	-2.5	-2.8	0.2	.	0.6

Four records picked at random from the list so far, as already listed:
[27] N#CC(=C1Nc2ccccc2N1)S(=O)(=O)c1ccccc1
[23] CC1(C)N=C(C(=O)c2ccccc2)N(O)C1(C)O (centres undefined)
[30] Cc1ccc(C)c(NC(=O)[C@@H]2CCCN2S(=O)(=O)c2ccccc2F)c1
[25] O=c1cc(C(F)(F)F)nc(-c2ccccc2)[nH]1
compound no.	27	23	30	25
hIAP block	-6	-7	5	-2
ATG4B inh	5	2	-12	-6
hIAP act	1.1	1.1	0.95	1
mIAP act	0.95	0.97	0.96	1
A3G deaminase	-9	-2	-6	-7
MIN6 prolif	-2	4	5	1
A3A deaminase	-3	-2	-3	-2
mIAP block	5	3	4	0
MPTP inh	-2.8	-0.1	0.6	1.8

Other records.
[31] Cc1ccc(CN(c2ccc(C(=O)N3CCOCC3)cc2)S(C)(=O)=O)cc1
[32] O=C(CSC(=S)N1CCOCC1)c1cc(Br)cc(Br)c1O
[33] O=S(=O)(c1ccc(-c2ccon2)s1)N1CCN(c2ccncc2)CC1
[34] CC(=O)c1nc2ccccc2n1CCc1ccccc1
[35] COc1ccc(-c2nn(-c3ccccc3)cc2C(=O)N(C)C)cc1
[36] Cc1cc(C)c(NS(=O)(=O)c2ccc(Cl)c(C(=O)O)c2)c(C)c1
[37] COc1ccccc1C1=NOC(C(=O)N2CCN(C(=O)c3ccco3)CC2)C1 (centres undefined)
[38] N#Cc1c(N)nc(SCC(=O)NC2CCCCC2)c(C#N)c1-c1ccc(Cl)cc1
[39] CCc1ccc(OCC(=O)NCCOc2ccccc2)cc1
[40] Cn1c2ccccc2c2nnc(SCc3ccc4nonc4c3)nc21
compound no.	31	32	33	34	35	36	37	38	39	40
hIAP block	-12	-6	1	19	6	-5	8	9	-7	-22
ATG4B inh	7	3	15	-2	1	-2	3	2	5	2
hIAP act	1.1	1.1	0.99	0.81	0.94	1	0.92	0.91	1.1	1.2
mIAP act	1	0.79	0.93	1.1	1	0.95	1	0.92	0.92	0.96
A3G deaminase	-6	-2	8	-17	-3	0	-5	-1	-5	-6
MIN6 prolif	1	0	-1	7	-3	-2	2	-4	2	-2
A3A deaminase	-2	-3	5	-3	-2	5	-6	5	0	-2
mIAP block	0	21	7	-5	-1	4	-2	8	8	4
MPTP inh	3.0	3.7	.	-2.1	0.1	-1.0	-0.9	-2.4	0.9	2.6

[41] COc1ccc(NS(=O)(=O)c2c(C)[nH]c(=O)[nH]c2=O)c(OC)c1
[42] Cc1ccc(NC=C(S(=O)(=O)c2ccccc2)S(=O)(=O)c2ccccc2)c(C)c1
[43] COc1ccc2nc(Cl)c(C3CC(c4ccco4)=NN3C(=O)CCCC(=O)O)cc2c1 (centres undefined)
[44] CC(=O)Nc1ccc(S(=O)(=O)Nc2nc3ccccc3nc2Nc2ccc(S(N)(=O)=O)cc2)cc1
[45] O=c1[nH]c(C(F)(F)F)nc2ccc3ccccc3c12
[46] Cc1cc(C)c(S(=O)(=O)N/N=C/c2ccc([N+](=O)[O-])o2)c(C)c1
[47] COc1ccc2oc(C(=O)NC(C)(C)C)c(C)c2c1
[48] Cn1nnnc1SCC(=O)NC(=O)Cc1ccccc1
[49] COC(=O)C(NC(=O)c1ccc(Cl)cc1)(Nc1nc(C)cs1)C(F)(F)F (centres undefined)
[50] O=C1CN(O)C=C2N=c3ccccc3=C2N1c1ccc([N+](=O)[O-])cc1
compound no.	41	42	43	44	45	46	47	48	49	50
hIAP block	8	8	6	3	-25	2	11	6	4	6
ATG4B inh	-5	-5	8	-5	-3	-11	8	-3	2	-6
hIAP act	0.92	0.92	0.94	0.97	1.2	0.98	0.89	0.94	0.96	0.94
mIAP act	0.92	0.99	1	0.89	1.2	0.94	1	0.89	1.1	0.83
A3G deaminase	5	-8	9	-6	-4	-6	-5	-4	2	-2
MIN6 prolif	1	-2	-3	0	1	-8	4	-1	0	-2
A3A deaminase	4	0	12	-1	0	0	4	0	1	3
mIAP block	8	1	-4	11	-20	6	-1	11	-12	17
MPTP inh	0.6	-1.7	-0.6	0.6	0.3	-0.7	3.0	-0.1	2.3	1.3

[51] CCOC(=O)CSc1nnc(-c2ccoc2C)n1-c1ccc(C)cc1
[52] Cc1ccc(NC(=O)c2cccnc2)cc1S(=O)(=O)N1CCOCC1
[53] O=C(CCc1ccccc1)Oc1ccccc1[N+](=O)[O-]
[54] O=C(NCCN1C(=O)CCC1=O)c1ccncc1
[55] COc1ccc(C(=O)NCC(=O)N2CCCCC2)cc1OC
[56] CCN1CCN(c2ncnc3c2sc(=S)n3-c2ccccc2)CC1
[57] CN(c1ccccc1)S(=O)(=O)c1ccc(C(=O)NCc2ccccc2CN2CCCC2)cc1
[58] COc1cccc(-c2ccc(NC(=O)C3CCCN(Cc4cnc(C)s4)C3)cc2)c1 (centres undefined)
compound no.	51	52	53	54	55	56	57	58
hIAP block	5	-8	-32	9	0	6	21	-19
ATG4B inh	-11	0	6	12	2	-1	-6	-15
hIAP act	0.95	1.1	1.3	0.91	1	0.94	0.79	1.2
mIAP act	0.96	1	1	1	1	0.91	0.89	1.1
A3G deaminase	-2	-10	-5	0	-6	-5	-10	-2
MIN6 prolif	-1	-4	-3	0	-1	-1	-6	0
A3A deaminase	-4	14	0	1	1	-2	-3	0
mIAP block	4	-3	-1	0	0	10	11	-8
MPTP inh	-0.2	-1.5	.	2.4	-1.9	-0.3	-0.1	3.0
